SDO1 yeast rescue = sdo1-depleted yeast growth rescue | S. cerevisiae sdo1-depleted JHY4D growth rescue, OD600 30 h; stronger effect = higher value; pdr5 snq2 efflux-pump mutant strain | z-score at 10 µM | 140,000 compounds, 0.21% hits | AID 817;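 active = z-score above 3 at both the 24 hr and the 30 hr optical density reads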;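 also: z-score against mean and SD of all compound wells on the same plate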
INS promoter inh = TRM-6 insulin promoter activity inhibition. TRM-6 cells (human fetal islet line), insulin promoter-eGFP reporter, imaging; reporter expression induced with tamoxifen. 130,000 compounds, 0.9% hits. inhibition, % at 2 µM;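 active = inhibition above the mean plus 3 SD, with well images judged a real hit on visual review, cut at about 60% in these data, passing the limit was not always enough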
SDO1 yeast rescue Rescue 24 h = also measured in SDO1 yeast rescue; calls as there; z-score; S. cerevisiae sdo1-depleted JHY4D growth rescue, OD600; measured here: growth rescue at 24 h;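 0 is the plate mean of compound wells and units are plate SD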
Active calls of the source: *; / = not tested or not shown; & = joins results of further samples. Only part of the results is shown (hit frequency here may not be typical).

Results follow in this order: SDO1 yeast rescue, SDO1 yeast rescue Rescue 24 h, INS promoter inh
> CCc1cc2c(=O)c(Oc3ccccc3F)c(C)oc2c(CN(C)C)c1O
    -0.22, -1.1, 0
> Cc1occc1C(=O)Nc1nnc(C(F)(F)F)s1
    -0.66, -1.6, /
> CCCN(CCC)S(=O)(=O)c1ccc(C(=O)Nc2nnc(-c3cc(OC)cc(OC)c3)o2)cc1
    -0.12, -0.56, /
> Cc1ccc(N2C(=O)c3ccc(N)cc3C2=O)cc1C
    -0.72, -0.23, 0
> Cc1cc(NC(=O)c2cc(-c3ccccn3)nc3ccccc23)no1
    0.21, 0.05, -33
> COc1cc(CNCc2ccccn2)ccc1OCc1ccc(Cl)cc1
    0.39, 0.3, /
> COc1cc(/C=N/NC(=O)C(=O)/C=C2\NC3(CCCC3)Cc3ccccc32)ccc1O
    -0.63, -0.45, /
> Cc1ccc(OCC(=O)NC2CCCC2)c(C)c1
    0.02, 0.44, 22
> CC(SC#N)C(=O)C12CC3CC(CC(C3)C1)C2 (stereo not drawn)
    /, /, 47
> CCOC(=O)N1CCC(n2c(=S)[nH]c3cc(OCC)c(OCC)cc3c2=O)CC1
    -0.52, 0.99, 11
> O=C1c2ccccc2NC(c2ccco2)N1NS(=O)(=O)c1ccccc1 (stereo not drawn)
    /, /, 39
> O=C(NCCCn1ccnc1)c1cc([N+](=O)[O-])cc([N+](=O)[O-])c1
    0.34, -0.26, 73*
> CC1(C)CC(C(CC(=O)O)c2ccccc2)CCO1 (stereo not drawn)
    1.1, 1.3, -71
> COC(=O)C1=C(N)N(c2ccccc2C(F)(F)F)C2=C(C(=O)CCC2)C1c1ccc2c(c1)OCO2 (stereo not drawn)
    -1, -1.3, 13
> CCOc1ccc(-c2cc(N)n(S(=O)(=O)c3ccc(OC)c(OC)c3)n2)cc1
    -1, -1.1, /
> CN1CCN(C(=S)c2cn(Cc3ccccc3)c3ccccc23)CC1
    /, /, 18
> CC1CCC(NC(=O)Cn2c(=O)[nH]c3ccsc3c2=O)CC1 (stereo not drawn)
    0.43, 0.4, /
> O=C(N1CCOCC1)N1CCN(c2nc(-c3ccc(F)cc3)cs2)CC1
    -0.48, -0.93, -36
> CC(C)CCn1c(Sc2nc3ccccc3s2)nc2c1c(=O)[nH]c(=O)n2C
    -0.64, -0.55, /
> CCOc1ccc(S(=O)(=O)c2c(C(=O)c3ccc(C)cc3)cnc3cc4c(cc23)OCCO4)cc1
    -1.3, -1.1, /

7 entries already listed, arranged by the number in INS promoter inh, falling.
Results follow in this order: SDO1 yeast rescue, SDO1 yeast rescue Rescue 24 h, INS promoter inh
> O=C(NCCCn1ccnc1)c1cc([N+](=O)[O-])cc([N+](=O)[O-])c1
    0.34, -0.26, 73*
> CC(SC#N)C(=O)C12CC3CC(CC(C3)C1)C2 (stereo not drawn)
    /, /, 47
> O=C1c2ccccc2NC(c2ccco2)N1NS(=O)(=O)c1ccccc1 (stereo not drawn)
    /, /, 39
> Cc1ccc(OCC(=O)NC2CCCC2)c(C)c1
    0.02, 0.44, 22
> CCOC(=O)N1CCC(n2c(=S)[nH]c3cc(OCC)c(OCC)cc3c2=O)CC1
    -0.52, 0.99, 11
> Cc1ccc(N2C(=O)c3ccc(N)cc3C2=O)cc1C
    -0.72, -0.23, 0
> Cc1cc(NC(=O)c2cc(-c3ccccn3)nc3ccccc23)no1
    0.21, 0.05, -33

(continued)
Results follow in this order: SDO1 yeast rescue, SDO1 yeast rescue Rescue 24 h, INS promoter inh
> O=C(CSc1nnc(-c2ccccn2)n1-c1ccc(Cl)cc1)Nc1ccc2c(c1)OCO2
    -1, -0.32, 7
> COC(=O)c1ccc(C2C(C#N)=C(N)Oc3cc(C)n(C)c(=O)c32)cc1 (stereo not drawn)
    1.5, 1.1, 76*
> Cn1c(=N)n(CC(=O)O)c2ccccc21
    0.52, 0.21, 0
> Cc1ccc(C2CC(=O)c3cnn(-c4nc(C)cc(C)n4)c3C2)cc1 (stereo not drawn)
    -0.95, -0.87, -131
> CN(C)CCCNc1oc(-c2ccc(Cl)cc2)nc1C#N
    0, -0.51, 16
> Cc1ccc(-n2ncc3c(NCc4ccco4)ncnc32)cc1C
    /, /, 25
> CCOc1ccc(C(=O)NC(=S)Nc2ccc(NC(=O)c3ccco3)cc2)cc1[N+](=O)[O-]
    -0.86, -0.16, /
> COc1ccc(NC(=O)c2ccccc2NC(=O)c2ccco2)c(OC)c1
    -0.67, -0.66, 35
> O=C(Cn1cc2c(n1)CCCC2)NCCCN1CCN(C2CCCCC2)CC1
    0.27, 0.24, /
> O=S(=O)(c1ccccc1)N1CCN(c2nc(-c3cccs3)nc3ccccc23)CC1
    -1.1, 0.37, 28
> CSc1cc(C)n(-c2ccccc2)c(=S)c1C(C)=O
    0.58, 0.6, 44
> CCc1ccc(NC(=S)N(Cc2ccccc2)Cc2ccccn2)cc1
    /, /, 20
> CCn1cc(C(C)NC(=O)COc2ccc(Cl)cc2C)c(C)n1 (stereo not drawn)
    1.6, 2.3, -31
> Nc1ncnc2c1ncn2[C@H]1C[C@H](O)[C@@H](COP(=O)(O)O)O1
    0.14, -0.2, 23
> Cc1onc(-c2c(Cl)cccc2Cl)c1C(=O)N1CCN(c2ccccc2)CC1
    /, /, -15
> CCc1ccccc1NC(=O)CSc1nnc(Cn2nnc3ccccc32)n1C
    0.06, -0.75, 11
> Cn1sc(NC(=O)c2ccccc2)nc1=O
    0.53, 0.01, /
> Cc1cc(=O)n2ccsc2n1
    0.17, 0.53, 29
> O=C(O)CN1CCCCC1
    /, /, -27
> CCOC(=O)c1sc2nc(CC(C)C)c3c(c2c1N)CCC3
    -0.28, 1.2, 51
> O=C1C2CCCN2C(c2ccc(Cl)cc2)N1c1nccs1 (stereo not drawn)
    0.76, 0.34, 57
> Cc1ccc2nc(Cl)c(C3CC(c4cccs4)=NN3S(C)(=O)=O)cc2c1 (stereo not drawn)
    -0.03, 0.21, 14
> COC(=O)C1C(=O)NCC1c1ccccc1 (stereo not drawn)
    0.94, 0.25, -243
> CC1CN(C(=S)SCC(=O)c2ccc(Cl)cc2)CC(C)O1 (stereo not drawn)
    0.03, 0.06, /
> C=CCc1cc(Cl)ccc1OCCN1CC(C)OC(C)C1 (stereo not drawn)
    /, /, 15
> COc1c(Cl)cc(Cl)cc1/C=C/C(=O)c1ccc(NC(=O)c2cccs2)cc1
    -1.4, -0.79, 66
> CN(CCCC(=O)NCc1ccco1)S(=O)(=O)c1ccccc1
    0.13, -0.63, -23
> CCOc1cc(C(=S)N2CCCCC2)ccc1OCC(=O)NCc1ccccc1
    -1.8, -0.64, /
> Cc1ccc(OCC(=O)O/N=C(\N)Cc2cccs2)cc1C
    /, /, -11
> CCCC(CCC(=O)NC1CCCCC1)C(=O)O (stereo not drawn)
    0.34, 0.06, -290
> Cc1ccc(NC(=S)N2CCSC2c2cccs2)cc1 (stereo not drawn)
    /, /, 33
> Cc1ccc(/C=N/NC(=O)c2cc(C3CC3)nc3ccccc23)o1
    0.79, 0.54, -7
> CC(C)(C)c1ccc(/C=C/C(=O)Nc2nncs2)cc1
    -0.03, -0.18, 0
> Cc1cc(C)nc(N(C#N)Cc2ccc(Br)cc2)n1
    -0.54, -0.76, 23
> O=C(Nc1cc(C(F)(F)F)ccc1Cl)c1cc2nc3c(c(C(F)(F)F)n2n1)CCCC3
    -0.39, -0.23, -18
> Cc1cc(=O)[nH]c(SCC2COC3(CCCCC3)O2)n1 (stereo not drawn)
    0, -0.19, /
> CC1/C(=N/O)CC(c2ccccc2)N(C)C1c1ccccc1 (stereo not drawn)
    -2.5, -2.5, -19
> CCOC(=O)N1CCC(N(CCCOC)C(=O)Nc2ccc(CC)cc2)CC1
    -0.44, -0.71, -57
> Cc1ccc(CNC(=O)c2oc3ccc(S(=O)(=O)N4CCC5(CC4)OCCO5)cc3c2C)cc1
    0.08, 0.68, -47
> Cc1c(CN2CCCCC2C)c(=O)n(-c2ccccc2)n1C (stereo not drawn)
    0.96, 0.4, 45
> O=C(Nc1ccccc1-c1nnc(SCc2ccc(Cl)cc2Cl)o1)c1ccccc1
    0.49, 0.2, /
> CCOC(=O)c1cnc(SCC(=O)Nc2ccccc2N2CCOCC2)nc1N
    /, /, 31
> CC(NC(=O)c1cccs1)C(c1cccs1)N1CCOCC1 (stereo not drawn)
    -0.09, -0.69, 47
> COc1ccc(/C(C)=N/Nc2cc(C(F)(F)F)ccc2Cl)c(OC)c1
    -0.18, -0.33, 17
> O=C(COC(=O)CCCOc1ccc(Cl)cc1Cl)NCc1ccc(F)cc1
    0.02, -0.25, /
> O=C(CSc1nnc(-c2ccc3c(c2)OCO3)o1)Nc1ncc(Cl)cc1Cl
    1.3, 1.6, /
> CCCS(=O)(=O)N1CCCC(C(=O)NC(C)c2ccc3c(c2)OCCO3)C1 (stereo not drawn)
    0.34, -0.36, -45
> O=C1N(Cc2ccc3c(c2)OCO3)c2ccccc2C1(O)c1c[nH]c2ccccc12 (stereo not drawn)
    -2, -1.5, 0
> CC1CCN(S(=O)(=O)c2ccc3c(c2)N(CC(=O)NCc2cccnc2)C(=O)CS3)CC1
    0.4, 0.25, -129
> COc1ccc2nc3sc(C(=O)N4CCN(C)CC4)cc3cc2c1
    0.51, 0.56, 5
> CC(O)c1ccc2c(c1)OCCOCCN(C)CCOCCO2 (stereo not drawn)
    0.13, 0.94, /
> Cc1ccc(SCc2nn(C)c(Cl)c2C=O)cc1
    /, /, 13
> O=C(N/N=C/c1ccccc1C(=O)O)C(=O)N1CCCCC1
    /, /, 7
> O=C(CN1CCN(S(=O)(=O)c2ccc(Br)cc2)CC1)N/N=C/c1ccc(Br)s1
    /, /, -5
> CCSCc1nnc(SCC(=O)Nc2cccc(C(C)=O)c2)n1C
    /, /, 15
> CCCC(=O)N(c1ccc2oc(=O)sc2c1)S(=O)(=O)c1ccccc1
    -0.93, -0.82, 16
> CSc1cccc(NC(=O)c2cnccn2)c1
    1.6, -0.4, -63
> O=C(NCc1ccc2c(c1)OCO2)C1CCCN(S(=O)(=O)c2cccnc2)C1 (stereo not drawn)
    -0.14, -1.1, /
> C/C(N)=C(/C#N)C(=O)CSc1ccc2c(c1)OCCO2
    -0.01&1.1, -0.52&0.43, /
> Fc1ccc(NC(=S)N2CCCCC2)cc1
    0.44, -0.5, 39

(cont.)
Structure | SDO1 yeast rescue | SDO1 yeast rescue Rescue 24 h | INS promoter inh
Cc1ccc(C(=O)N/C(=C\c2cccs2)C(=O)N2CCCCCC2)cc1 | -0.75 | -1.1 | 16
O=C(NC(=S)Nc1ccccc1F)c1ccc(Br)o1 | / | / | -29
COc1ccc(C2C(Oc3ccccc3C)C(=O)N2Cc2ccc(F)cc2)cc1OC (stereo not drawn) | -1.2 | -0.94 | -43
Cc1c(C(=O)OCC(=O)NCc2ccc3c(c2)OCO3)cccc1[N+](=O)[O-] | -0.68 | -0.02 | 7
CCc1cc(C(=O)OC)c(NC(=O)c2cc(Br)cs2)s1 | -0.35 | 1.6 | 8
CCOC(=O)C1(O)CSc2nc3sc(C(=O)O)c(C)c3c(=O)n21 (stereo not drawn) | -0.28 | -0.47 | -207
COc1c(C(=O)N2CCCC2)ccc2ccccc12 | 0.33 | -0.2 | 29
Cc1ccc(N2CCN(/N=C/c3cccs3)CC2)cc1 | -0.6 | -0.22 | 11
Nc1nc2n(n1)C(=O)CC(c1ccccc1)N2 (stereo not drawn) | / | / | -25
Cc1ccccc1-c1nc(CSc2nc3c(c(=O)[nH]2)CCC3)c(C)o1 | -0.77 | -0.34 | -27
COCc1cc(C)nc(Nc2ccccc2C)c1C#N | -0.42 | -0.84 | -408
O=C(COc1ccccc1)NCC(=O)N/N=C/c1ccccc1 | -0.15 | -0.01 | 26
O=C(NCc1ccc(F)cc1)C1Cc2ccccc2CN1C(=O)c1ccco1 (stereo not drawn) | / | / | -207
Nc1ccccc1SCc1cn2cccnc2n1 | 0.46 | 0.18 | /
CCCCC(c1nnnn1CCOC)N1CCN(Cc2ccccc2)CC1 (stereo not drawn) | 1.1 | 0.81 | 0
O=C(Nc1ccccc1N1CCCCC1)c1cccs1 | -1.1 | -0.64 | -55
COCc1nnc(NC(=O)CCc2ccccc2)s1 | 0.91 | 0.81 | -114
O=C(O)c1ccc(Cl)c(S(=O)(=O)Nc2ccccc2N2CCOCC2)c1 | / | / | 10
O=C(COc1ccccc1F)N1c2ccccc2CCc2ccccc21 | -0.79 | -1.5 | /
CCOC(=O)CSc1nc(-c2ccc(OC)cc2)ns1 | 0.06 | 0.03 | /
CC(C)(C)n1nnnc1C(c1ccc(Cl)cc1)N1CCSCC1 (stereo not drawn) | -1 | -0.85 | -475
CCS(=O)(=O)N1Cc2ccccc2CC1C(=O)Nc1nc2ccccc2[nH]1 (stereo not drawn) | -0.44 | -0.66 | /
COc1ccccc1-n1nc(C(=O)Nc2ccc3c(c2)OCO3)c2ccccc2c1=O | -1.8 | -0.97 | -35
Cn1c(C(=O)OC(C(=O)NC2CCCC2)c2ccncc2)cc2sccc21 (stereo not drawn) | -0.48 | -0.6 | -9
Cc1ccc(S(=O)(=O)Nc2ccccc2CNc2ncc(Br)cc2Br)cc1 | 0.07 | 0.5 | -26
O=C(CSc1ccsc1[N+](=O)[O-])NCCc1ccc(Cl)cc1 | 0.21 | 0.37 | -4
CN(C)Cc1nc2ccccc2c(=O)n1Cc1nc(C(C)(C)C)cs1 | 0.45 | -1.1 | 15
CC(C)CCN1CCN(Cc2cccn2-c2nccs2)CC1CCO (stereo not drawn) | / | / | -30
Cc1cccc(Sc2c([N+](=O)[O-])ncn2C)n1 | -0.3 | -0.93 | /
